Bioassay records (PubChem)
IDE cell activ – IDE (human) activation, cell-based; P14735; HEK cells, FAbeta-B cleavage, fluorescence polarization; 0% vehicle, 100% cell-free pure enzyme wells; activation, % at 5.96 µM; 340,000 compounds, 0.073% hits; AID 493087;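 active = activation above the mean of all tested compounds plus 3 SD, set per screening campaign, cut at about 17% in these data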
IMP-1 inhibitor – blocks Pseudomonas aeruginosa IMP-1 metallo-beta-lactamase | inhibition, % at 5.6 µM | purified IMP-1, nitrocefin hydrolysis, epi-absorbance fluorescence | 290,000 compounds, 0.45% hits | AID 1556;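 active = inhibition above the mean plus 3 SD of all compounds in the same screening run, cut at about 4.5% in these data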;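 also: 0% = IMP-1 with DMSO and 100% = DMSO wells lacking enzyme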
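Assay system: purified IMP-1; Quantity: IMP-1 0.2 nM before substrate addition; Medium: HEPES buffer pH 7.1 with ZnSO4 and Brij 35; Incubation: 15 min enzyme–compound preincubation, then 25 min nitrocefin reaction, 25 °C; Signal: fluorescence quenching readout, ex 480/em 530 nm; Controls: DMSO with and without IMP-1; Repeats: singlicate testing.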
SUMO HTRF inh – SUMOylation inhibition. P63279. inhibition, % at 35 µM. AID 2006. HTRF SUMOylation assay, SAE1/SAE2 + UBC9, in vitro. 290,000 compounds, 0.36% hits; in the data active = inhibition above about 50%, passing the limit was not always enough; also: strong numbers were not always called active
Target sequence (P63279 whole entry, looked up): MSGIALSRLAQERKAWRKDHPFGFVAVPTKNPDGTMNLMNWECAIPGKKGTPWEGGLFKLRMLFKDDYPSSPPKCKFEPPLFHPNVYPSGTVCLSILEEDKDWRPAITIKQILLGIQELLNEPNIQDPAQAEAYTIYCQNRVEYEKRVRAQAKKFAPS
NS3 helicase inh – inhibitors of Hepatitis C virus NS3 helicase. NS3 helicase DNA unwinding, Cy5 molecular beacon fluorescence. inhibition, % at 10.9 µM. 290,000 compounds, 0.56% hits. AID 1800;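 active = inhibition above the mean of all tested compounds plus 3 SD, set per campaign, cut at about 35% in these data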;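 also: 0% = DMSO wells and 100% = thioflavine S control wells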
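assay system = NS3 helicase fragment of HCV | buffer or medium = MOPS pH 6.5, MgCl2, DTT, Tween20, BSA | timing = 60 min unwinding reaction at 25 °C after ATP addition | signal = Cy5 beacon fluorescence read at start and 1 h | read-out basis = % inhibition of unwinding | control set = low DMSO, high thioflavine S at 110 µM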
p-CIP stab down – p/CIP protein destabilization; decrease of EGFP signal, % at 10 µM; F442A p/CIP-EGFP cells, EGFP fluorescence, 16 h; 290,000 compounds, 0.01% hits;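 active = EGFP signal decrease of at least 30% at 10 µM or well 3 SD below plate mean, unless failing retest; inactive = the rest, including hits failing retest or dose response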; also: some compounds called inactive have numbers as strong as hits; many of its hits are not listed in these tables
MEKK3 PB1 HTS – raises or lowers MEK5 binding to the human MEKK3 PB1 domain; bead-based flow cytometry, Alexa488-MEK5 binding to MEKK3; actives lie on both sides; 0 = blocked by unlabeled MEK5, 100 = vehicle; binding response (% of control), % at 10 µM; 290,000 compounds, 1.4% hits;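 active = binding response more than 3 SD above or below the average of its plate-row segment, actives on both sides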;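 also: Alexa488 bead fluorescence after subtracting the streptavidin-only scavenger bead signal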
Target sequence (Q99759 whole entry, looked up, the tested form may be a part): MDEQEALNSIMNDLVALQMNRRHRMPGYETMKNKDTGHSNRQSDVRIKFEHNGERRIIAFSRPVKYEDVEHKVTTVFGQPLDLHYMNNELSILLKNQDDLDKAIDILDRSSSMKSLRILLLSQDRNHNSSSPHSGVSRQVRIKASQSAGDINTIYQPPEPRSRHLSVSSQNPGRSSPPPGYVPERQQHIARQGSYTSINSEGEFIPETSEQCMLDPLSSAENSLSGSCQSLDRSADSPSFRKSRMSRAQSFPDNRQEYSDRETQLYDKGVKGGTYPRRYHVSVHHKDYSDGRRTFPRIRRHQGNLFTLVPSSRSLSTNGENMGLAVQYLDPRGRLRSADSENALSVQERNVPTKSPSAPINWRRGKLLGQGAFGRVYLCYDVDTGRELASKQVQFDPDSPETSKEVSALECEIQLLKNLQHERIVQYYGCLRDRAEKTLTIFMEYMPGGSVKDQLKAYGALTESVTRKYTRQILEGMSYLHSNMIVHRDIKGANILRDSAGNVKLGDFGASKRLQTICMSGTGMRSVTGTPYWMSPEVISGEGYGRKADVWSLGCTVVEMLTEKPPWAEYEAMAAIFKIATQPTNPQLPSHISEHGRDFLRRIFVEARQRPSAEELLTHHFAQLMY
VIM-2 inh – inhibitors of Pseudomonas aeruginosa VIM-2 metallo-beta-lactamase | purified VIM-2, nitrocefin hydrolysis, epi-absorbance fluorescence | inhibition, % at 5.6 µM | 290,000 compounds, 0.89% hits | AID 1527;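 active = inhibition above the mean of all tested compounds plus 3 SD, cutoff set per screening run, cut at about 7.5% in these data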;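 also: red hydrolysis product quenches plate fluorescence so inhibitors raise well fluorescence; 0% = enzyme with DMSO and 100% = DMSO without enzyme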
FID counter – fluorescent intercalator displacement, NS3 helicase counter-screen; DNA fluorescent intercalator displacement, fluorescence; 290,000 compounds, 0.17% hits; inhibition, % at 7.9 µM; AID 1845; in the data active = inhibition above about 37%;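 also: 0% = vehicle and 100% = reference compound; higher means more ethidium bromide displaced from hairpin DNA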
PHOSPHO1 block – blocks human PHOSPHO1 phosphatase activity; recombinant PHOSPHO1, absorbance phosphatase assay; inhibition, % at 13.3 µM; 290,000 compounds, 1.1% hits; in the data active = inhibition above about 60%
Target sequence (Q8TCT1 whole entry, looked up): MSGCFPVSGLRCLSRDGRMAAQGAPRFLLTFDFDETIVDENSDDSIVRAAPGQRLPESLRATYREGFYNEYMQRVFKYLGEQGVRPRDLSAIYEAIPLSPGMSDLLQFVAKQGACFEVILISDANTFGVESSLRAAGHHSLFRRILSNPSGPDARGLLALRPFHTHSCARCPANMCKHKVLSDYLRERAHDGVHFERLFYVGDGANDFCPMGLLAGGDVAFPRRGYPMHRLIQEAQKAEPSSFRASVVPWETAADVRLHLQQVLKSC
* marks the source's active call; other numbers are inactive results; x = no result given; [ ] = dose if it differs, or a comment. Only part of the results is shown; rates above refer to the full screens.

SMILES	IDE cell activ	IMP-1 inhibitor	SUMO HTRF inh	NS3 helicase inh	p-CIP stab down	MEKK3 PB1 HTS	VIM-2 inh	FID counter	PHOSPHO1 block
O=C(CC1Nc2ccccc2NC1=O)NCCCN1CCCCCC1 (stereo unspecified)	5	0.1	6	-7	-4	x	-0.3	2	4
COC(=O)C1=C(C)N(Cc2ccco2)C(=O)N[C@H]1c1ccc(Br)cc1	x	-0.3	-2	18	9	90	-0.2	-27	-6
COc1ccc(OC)c(/C=N/NC(=O)C(=O)N/N=C/c2cc(OC)ccc2OC)c1	-1	0.1	x	19	x	107	-0.5	-24	x
Cn1nccc1NC(=O)Nc1cccc(Cl)c1	4	-2.2	59*	-22	3	91	-2.4	-2	27
Clc1ccc(Nc2ccc(-n3ccnc3)nn2)cc1Cl	-5	-2.7	-18	-17	7	109	0.9	18	-1
Cc1cccc(N(C(=O)c2csnn2)C(C(=O)NC2CCCCC2)c2ccncc2)c1 (stereo unspecified)	5	0.2	-2	8	-6	103	0.7	-30	35
O=c1[nH]c(CN2CCCCC2)nc2c1C1(CCCCC1)Cc1ccccc1-2	-4	-4.4	-13	-17	22	103	-3.9	2	-3
O=C(O)c1ccccc1NCc1ccco1	1	-3.1	13	6	1	105	-2.4	-3	53
COc1ccc(CN2CCN(C(=O)c3ccco3)CC2)cc1OCc1ccccc1	5	-2.2	2	-2	-7	100	0.2	-7	8
O=C(COC(=O)/C=C/c1ccc(Br)o1)Nc1ccccc1F	x	-2.4	14	5	-7	103	-4.1	-1	32
COC(=O)CCC(C)N1CCC(Oc2ccc(C(=O)N3CCCC3)cc2)CC1 (stereo unspecified)	4	-1.7	13	0	-6	104	-0.6	-2	10
C/C(=C/Cc1c(O)cc2oc(C)cc(=O)c2c1O)COC1OC(CO)C(O)C(O)C1O (stereo unspecified)	-1	0.3	11	17	-12	108	-0.3	-10	1
O=C(NC(=S)Nc1nc(-c2ccc(Cl)cc2)cs1)c1cccs1	-4	1.2	18	-1	4	82	-5.5	-7	7
CCCC1(C(=O)OC)NC(c2cccc(F)c2)C2C(=O)N(CC)C(=O)C21 (stereo unspecified)	3	-1.4	-5	7	-12	95	0.6	-4	-12
NC(N)=Nc1nc(C2COc3ccccc3O2)cs1 (stereo unspecified)	2	-2.4	-3	-21	8	120	-1.7	7	7
COCCn1c(SCC(=O)Nc2ccc(NC(=O)c3ccco3)c(OC)c2)nc2ccccc2c1=O	-1	-3.2	32	-4	2	102	-3.9	-5	30
COCCNC(=O)c1onc(CSc2ccc(Cl)cc2)c1C(=O)O	6	-1.3	7	5	-7	107	-2.6	-14	12
CN1c2ccccc2N(C)C1c1c(O)ccc2ccccc12	0	-4.5	2	2	-16	105	-1.5	-1	-13
Cc1cccc(C)c1Nc1nnc(SCc2cn3cccc(C)c3n2)s1	-1	-3.5	1	-6	-3	104	-2.4	-22	3
Cc1nc2ccc(S(=O)(=O)NC(C(=O)NCc3ccc4c(c3)OCO4)C(C)C)cc2s1 (stereo unspecified)	5	-3.9	1	25	-10	107	-1.6	-13	-4
CCN(CC)CC(O)CN1c2ccccc2Sc2ccccc21 (stereo unspecified)	1	-3.1	-2	-22	-7	105	3.3	5	28
COc1ccc(CNC(=O)COC(=O)CCCOc2ccc(Cl)cc2Cl)cc1OC	-5	-0.9	-20	-15	2	95	0.5	-30	11
CCCCN(C)CCCNC(=O)c1ccc2c(c1)N(CC)C(=O)c1ccccc1S2=O (stereo unspecified)	1	-1.7	4	13	-10	103	1.9	2	23
CCOc1cc(C)nc(NCc2ccccc2)n1	2	-2.9	-9	-6	4	106	-1.3	-5	3
COc1cccc(-n2nc(C(=O)NCC3CCCO3)c3ccccc3c2=O)c1 (stereo unspecified)	1	-2.9	1	12	3	107	-7.5	-13	8
COc1ccccc1NC(=O)/C=C/c1cc([N+](=O)[O-])ccc1OC(F)F	-1	-3.8	11	-5	-1	118	-0.8	-4	-10
COCCSc1nc2c(c(=O)[nH]c(=O)n2C)n1CCC(C)C	-2	0.6	7	0	-3	105	1.0	-20	-2
CCNc1nc(Oc2ccc(C#N)cc2)cc(C(F)(F)F)n1	2	-2.7	15	1	-13	98	0.0	-13	38
CC1=C(C)CS(=O)N(c2ccc(S(N)(=O)=O)cc2)C1 (stereo unspecified)	0	-1.2	34	4	-10	101	-2.3	-13	-52
CCN1C(C)=C(C)S/C1=C1\SC(=S)N(N)C1=O	0	-4.6	-7	14	-6	109	-1.8	1	10
O=C(CSc1ccccc1)Nc1cccnc1	2	-5.5	2	1	6	104	-0.4	4	-4
CC(C)(C)c1ccc(COn2ccnc2)cc1	-1	-2.1	1	-3	6	102	-1.4	-9	-1
COc1ccc(S(=O)(=O)N2CCC(C(=O)N[C@@H](C)C(=O)NCc3ccncc3)CC2)cc1	8	-1.2	7	-3	-8	99	-2.8	-6	23
COC(=O)CSc1nnc(-c2cccnc2)n1-c1cccc(OC)c1	-10	-3.1	16	6	-12	103	-2.2	-13	-4
COC(=O)c1ccc(OCC2c3cc(OC)c(OC)cc3CCN2C(C)=O)cc1 (stereo unspecified)	-2	0.5	6	-4	4	77	0.3	-35	24
Cc1ccc(S(=O)(=O)C(C#N)c2nc3ccccc3nc2N2CCCC2)cc1C (stereo unspecified)	-1	-3.0	94	13	-24	93	-2.5	-7	96*
Cc1c(Cl)cccc1NC(=O)CSCc1cc(=O)[nH][nH]1	7	-3.8	-6	23	-5	108	-6.7	-17	4
Cc1c(-c2ccccc2)oc2c(C(=O)N3CCN(c4ccccc4F)CC3)cccc2c1=O	-11	-1.7	-2	-1	4	97	-0.1	1	1
Cn1c(=O)c2c(ncn2CC(=O)N/N=C/c2cn[nH]c2-c2ccc(F)cc2)n(C)c1=O	0	-3.6	8	-1	14	111	-0.3	2	12
C/C(CCC(C)C)=N\Nc1cc(C)c2ccccc2n1	-3	-2.6	17	-4	-27	94	0.1	3	21

By substructure: those above containing fluorine
SMILES	IDE cell activ	IMP-1 inhibitor	SUMO HTRF inh	NS3 helicase inh	p-CIP stab down	MEKK3 PB1 HTS	VIM-2 inh	FID counter	PHOSPHO1 block
O=C(COC(=O)/C=C/c1ccc(Br)o1)Nc1ccccc1F	x	-2.4	14	5	-7	103	-4.1	-1	32
CCCC1(C(=O)OC)NC(c2cccc(F)c2)C2C(=O)N(CC)C(=O)C21 (stereo unspecified)	3	-1.4	-5	7	-12	95	0.6	-4	-12
COc1ccccc1NC(=O)/C=C/c1cc([N+](=O)[O-])ccc1OC(F)F	-1	-3.8	11	-5	-1	118	-0.8	-4	-10
CCNc1nc(Oc2ccc(C#N)cc2)cc(C(F)(F)F)n1	2	-2.7	15	1	-13	98	0.0	-13	38
Cc1c(-c2ccccc2)oc2c(C(=O)N3CCN(c4ccccc4F)CC3)cccc2c1=O	-11	-1.7	-2	-1	4	97	-0.1	1	1
Cn1c(=O)c2c(ncn2CC(=O)N/N=C/c2cn[nH]c2-c2ccc(F)cc2)n(C)c1=O	0	-3.6	8	-1	14	111	-0.3	2	12

Further compounds.
SMILES	IDE cell activ	IMP-1 inhibitor	SUMO HTRF inh	NS3 helicase inh	p-CIP stab down	MEKK3 PB1 HTS	VIM-2 inh	FID counter	PHOSPHO1 block
CCn1c(COc2ccc(C)cc2)nnc1SCC(=O)C(C)(C)C	-5	-2.9	7	-2	2	108	-2.5	-26	44
O=C1CCN(C(=S)NCCc2ccccc2)CC1	3	-3.4	-7	-7	1	105	-1.5	-2	-38
O=C(NCc1ccccc1)NCC12CC3CC(CC(C3)C1)C2	-1	0.1	-4	-16	9	73	0.6	-7	-1
Cc1ccc(C(=O)Nc2cccc(C(F)(F)F)c2)cc1NC(=O)c1csc(-c2ccncc2)n1	-4	x	-8	x	6	95	x	x	4
Cc1ccc(-n2[nH]c(=O)c(-c3ccccn3)c2C)cc1	9	-2.5	12	7	4	106	-3.0	0	31
C=CCn1c(SCC#N)nc2sc(CC)cc2c1=O	1	-2.8	-6	-3	-2	106	3.5	-8	18
Cc1csc(SCc2nnc(-c3ccc(Cl)cc3)o2)n1	0	-5.0	17	-7	-3	102	-3.6	-15	-29
O=C(NC(c1ccccc1)c1ccccc1)C1CCCC1	2	-1.8	22	-6	-8	96	-2.3	-3	1
Cc1onc(-c2ccccc2Cl)c1C(=O)N1CCC(C(N)=O)CC1	3	-2.5	2	6	-12	101	-4.3	-3	14
COC(=O)c1cc2sccc2n1CC(=O)N1CCCc2ccccc21	3	-1.8	5	15	0	106	-1.8	-32	-10
Cc1cc(C(=O)NNC(=O)Nc2cccc(C(F)(F)F)c2)no1	x	-2.5	3	3	-10	98	-3.3	-7	8
O=C1CNC(=O)c2c(nc3n2CCC3)N1	6	0.0	21	-15	-11	96	-3.0	-3	-1
COc1nccnc1NS(=O)(=O)c1ccc(NC(=S)NC(=O)c2ccccc2F)cc1	-4	-1.6	20	18	-16	99	-3.2	-5	11
O=C(Nc1cccnc1)c1ccc(Cl)cc1[N+](=O)[O-]	4	-4.2	21	7	-1	99	-2.9	5	38
Cc1csc(N(C(=O)CCNC(=O)c2ccc([N+](=O)[O-])cc2)c2ccccc2)n1	0	-0.5	10	-12	-7	97	-1.5	-7	7
N/C(=N\OC(=O)c1ccc([N+](=O)[O-])cc1Cl)c1ccccn1	5	-4.2	2	2	1	106	-4.5	-2	41
O=C(O)c1ccc2c(c1)ncn2C1CCCCCC1	1	-3.2	4	9	14	112	-2.7	-10	14
Cc1c(/C=C2\SC(=O)N(CC(=O)Nc3ccc4c(c3)OCO4)C2=O)c2ccccc2n1C	2	-2.2	5	8	-4	2.0*[inhibitor]	-1.3	-2	15
COc1cc(NC(=S)Nc2ccc(N(C)C(C)=O)cc2)cc(OC)c1	0	-2.1	-8	-20	0	100	-3.5	-3	-30
Cc1ccc(S(=O)(=O)NNC(=S)Nc2cccc(C)c2C)cc1	7	-1.6	33	-4	-1	94	-2.8	-4	-7
c1coc(-c2nnc(-c3cccs3)o2)c1	3	0.8	8	4	-7	105	0.5	-1	7
CCNC(=S)N(CCc1c(C)[nH]c2ccc(OC)cc12)Cc1cccnc1	0	-1.1	19	-13	-13	103	-2.9	-15	23
CC(c1ccccc1)C(CC(=O)O)C(=O)NC1CCCCC1 (stereo unspecified)	3	0.6	7	8	-7	95	-2.7	-7	-7
Cn1c(CSc2nc3ccccc3s2)nnc1SCC(=O)NCCN1CCOCC1	1	x	-4	x	28	97	x	x	-17
O=C1c2ccccc2-c2onc3ccc(NCc4ccco4)c1c23	-4	-2.5	-50	41*	-50	52*[inhibitor]	-0.7	-8	2
COc1cccc(CNS(=O)(=O)c2cc3c(cc2C)n(C)c(=O)c(=O)n3C)c1	6	0.0	-2	30	4	97	1.5	-10	-4
CCC(CC)C(=O)NC12CC3CC(CC(C3)C1)C2	-3	-1.5	2	-4	2	105	-3.3	-1	-4
Cc1ccc(NC(=S)Nc2ccc3cn[nH]c3c2)c(C)c1	2	-2.8	14	0	0	105	-3.1	-1	-27
COc1cc(CCC(=O)OCC(N)=O)cc(OC)c1OC	4	-2.0	9	3	1	103	-0.8	-4	40
CC(=O)c1c(C)[nH]c(C(=O)CSc2nc3ccccc3c(=O)n2CCCO)c1C	-7	-2.5	12	-29	-2	x	-1.7	-17	5
